Bioassay records (PubChem)
HDAC3 inh: blocks human histone deacetylase 3. O15379. recombinant HDAC3, fluorogenic peptide/trypsin coupled, fluorescence. inhibition, % at 8.3 µM. hit rate 0.15% among 320,000. AID 2718; in the data active = inhibition above about 26%, passing the limit was not always enough; inconclusive = no clear call, values can overlap the other calls
ANO1 block: inhibitors of mouse TMEM16A calcium-activated chloride channel. Q8BHY3. hit rate 1.2% among 310,000. HEK293 TMEM16A/YFP iodide influx fluorescence, ionomycin. AID 588511. normalized B-score (activity score, 25-100; higher = stronger inhibition) at 10 µM;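 active = ratio plate-corrected score three or more library SD toward inhibition, starting fluorescence score within five deviations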;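 also: score derived from kinetic fluorescence span divided by baseline fluorescence per well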
KCNK3 block: human KCNK3 channel inhibition, primary screen; CHO-KCNK3 thallium flux, FluxOR fluorescence; active compounds read low; O14649; AID 602410; B-score at 10 µM; hit rate 0.84% among 340,000;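 active = B-score under library mean minus 4 SD, starting fluorescence ratio at most library mean plus 5 SD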;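 also: more negative B-score means stronger inhibition of thallium flux through KCNK3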
TRPC4 agonist: TRPC4 (mouse) channel activation | Q9QUQ5 | HEK293 TRPC4beta/mu-opioid, Fluo4 calcium fluorescence; active compounds read high | B-score at 10 µM | hit rate 0.49% among 310,000 | AID 2237;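 active = B-score above 5 SD of library B-scores, and initial fluorescence ratio not above library mean plus 5 SD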;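 also: positive B-score marks a calcium rise read as TRPC4 activation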
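Technique: kinetic Fluo4 calcium fluorescence; Test system: TRPC4beta and mu-opioid receptor HEK293 stable cells; Measure: B-scored integrated calcium fluorescence ratio; Benchmarks: low control buffer alone, high control maximal DAMGO; Schedule: 45 min room-temperature Fluo4 loading, 110 s read.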
Dyrk1A ADPGlo: inhibitors of rat Dyrk1A kinase; Q63470; ADP-Glo luminescence, NFATc1 peptide; inhibition, % at 12.5 µM; hit rate 0.43% among 310,000; AID 504441; in the data active = inhibition above about 50%;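 also: plate controls were vehicle with enzyme for no effect and no enzyme for full effect; many of its hits are not listed in these tables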
hERG protect: shields human hERG channel from block by proarrhythmic agents. Q12809. CHO-hERG, FluxOR thallium flux, dofetilide IC70 present. activation (rescue from dofetilide block), less the hit threshold, % at 10 µM. hit rate 0.51% among 310,000. AID 1511;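 active = activation above the mean of controls blocked by dofetilide plus 5 SD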;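 also: thallium influx through hERG after potassium depolarization seen as dye fluorescence rise; in these data hits start at about 4.7%; inactives centre near -7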
KCNQ1 pot: potentiates or activates the human KCNQ1 potassium channel. P51787. CHO-K1 KCNQ1, thallium flux FluxOR fluorescence; active compounds read high. B-score at 10 µM. hit rate 0.35% among 310,000. AID 2648;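 active = fluorescence ratio B-score, a plate-corrected score, at least three library SD, with initial intensity B-score within 5 SD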
Target sequence (P51787 whole entry, looked up): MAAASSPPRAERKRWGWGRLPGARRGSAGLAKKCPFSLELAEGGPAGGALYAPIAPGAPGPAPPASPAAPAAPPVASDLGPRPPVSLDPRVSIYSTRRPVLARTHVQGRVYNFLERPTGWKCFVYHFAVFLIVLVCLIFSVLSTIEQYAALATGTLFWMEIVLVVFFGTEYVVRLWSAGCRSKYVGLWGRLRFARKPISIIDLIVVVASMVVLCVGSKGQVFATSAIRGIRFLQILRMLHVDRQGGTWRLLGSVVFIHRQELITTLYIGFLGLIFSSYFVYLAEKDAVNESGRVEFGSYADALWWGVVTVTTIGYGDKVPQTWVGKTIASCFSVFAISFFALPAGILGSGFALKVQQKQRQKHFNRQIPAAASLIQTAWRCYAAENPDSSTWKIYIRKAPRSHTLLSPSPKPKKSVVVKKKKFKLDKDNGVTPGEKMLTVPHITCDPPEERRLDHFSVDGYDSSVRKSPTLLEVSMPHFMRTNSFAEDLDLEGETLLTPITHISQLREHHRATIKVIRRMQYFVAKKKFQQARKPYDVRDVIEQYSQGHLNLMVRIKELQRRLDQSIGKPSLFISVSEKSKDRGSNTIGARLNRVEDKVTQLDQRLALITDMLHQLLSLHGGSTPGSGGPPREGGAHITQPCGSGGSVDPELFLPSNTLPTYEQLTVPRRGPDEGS
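assay system = KCNQ1-transfected CHO-K1 cells | medium = assay buffer with matched DMSO | probe or stimulus = depolarizing K+/Tl+ stimulus, K2SO4 and Tl2SO4 each 12.5 mM in 5x stock | dosing = single dose | incubation = dye 90 min, compound 20 min, room temperature | detection = kinetic FluxOR fluorescence, 10 s baseline plus 110 s post-stimulus | evaluation = ratio B score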
TRPC4 potent: allosterically enhances the mouse TRPC4 cation channel; Q9QUQ5; HEK293 TRPC4beta/mu-opioid, DAMGO EC20, Fluo-4 Ca2+ flux; active compounds read high; B-score at 10 µM; AID 2227; hit rate 0.42% among 310,000;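 active = B-score of calcium response area above 5 SD of library B-scores, with initial fluorescence ratio within 5 SD of library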;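 also: B-score of integrated fluorescence ratio over time as area under calcium response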
KCNK9 block: blocks the human KCNK9 two-pore domain potassium channel; Q9NPC2; HEK293 KCNK9, FluxOR thallium flux fluorescence; active compounds read low; B-score at 10 µM; hit rate 1.2% among 310,000;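 active = ratio B-score over 3 SD below the library mean, with starting fluorescence within 5 SD of its mean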;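 also: negative B-score means less thallium flux so channel inhibition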
Target sequence (Q9NPC2 whole entry, looked up, the tested form may be a part): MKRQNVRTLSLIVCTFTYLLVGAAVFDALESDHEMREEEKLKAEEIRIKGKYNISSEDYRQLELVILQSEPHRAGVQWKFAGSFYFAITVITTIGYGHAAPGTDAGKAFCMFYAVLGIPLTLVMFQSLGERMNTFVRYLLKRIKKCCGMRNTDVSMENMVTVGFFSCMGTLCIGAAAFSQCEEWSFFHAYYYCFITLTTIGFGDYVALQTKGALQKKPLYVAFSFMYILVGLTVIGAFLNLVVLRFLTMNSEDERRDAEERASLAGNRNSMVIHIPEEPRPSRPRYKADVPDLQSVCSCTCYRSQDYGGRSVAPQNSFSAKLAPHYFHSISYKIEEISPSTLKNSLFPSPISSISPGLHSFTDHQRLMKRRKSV
ANO1 activ: mouse TMEM16A channel activation, primary screen; Q8BHY3; HEK293 TMEM16A/YFP-H148Q/I152L, iodide quench fluorescence; active compounds read low; B-score at 10 µM; hit rate 0.3% among 340,000; AID 623877;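 active = fluorescence-ratio B-score plate-corrected deviation score at least 3 library SD below zero, with starting fluorescence score within 5 deviations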;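 also: channel opened by trigger with iodide after compound preincubation; score built on the fluorescence ratio of max minus min over baseline; more negative score means more quench and so TMEM16A activation or potentiation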
KCNQ1 block: blocks the human KCNQ1 potassium channel; hit rate 1.3% among 310,000; B-score at 10 µM; CHO-K1 KCNQ1, FluxOR thallium flux fluorescence; active compounds read high;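 active = compounds whose thallium flux B-score, printed positive for inhibition, exceeds three library SD while starting fluorescence stays within three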;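 also: channel opened by potassium depolarization with thallium stimulus after 20 min compound exposure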
Numbers without * were called inactive; i = inactive; ? = inconclusive; · = not tested or not shown. An excerpt; rates above refer to the full screens.

Structure	HDAC3 inh	ANO1 block	KCNK3 block	TRPC4 agonist	Dyrk1A ADPGlo	hERG protect	KCNQ1 pot	TRPC4 potent	KCNK9 block	ANO1 activ	KCNQ1 block
COC(=O)C(NC(C)=O)(Nc1ccccc1)C(=O)OC	-3	i	i	i	2	-8	i	i	i	i	i
Cc1ccc(CN(Cc2ccco2)C(=S)NCC(=O)NC2CC2)cc1	1	i	i	i	-8	-11	i	i	i	i	i
O=C(CCN1C(=O)/C(=C/c2ccc(F)cc2)SC1=S)NNC(=O)c1ccncc1	1	i	i	i	-3	-16	i	i	i	i	i
O=C1CC(c2ccccc2)CC(=NCCO)/C1=C(\O)CCCN1C(=O)c2ccccc2C1=O (centres undefined)	1	i	i	i	-4	-19	i	i	i	i	i
Cc1cccc(S(=O)Cc2ccc(C(=O)N3CCN(C(=O)c4ccco4)CC3)o2)c1 (centres undefined)	-7	i	i	i	-8	-7	i	i	i	i	i
Cc1ccc(-c2nc(-c3ccccn3)sc2CC(=O)O)cc1	·	i	i	i	4	-6	i	i	i	i	i
O=C(c1ccccc1Cc1ccccc1)N1CCN(S(=O)(=O)c2ccc(F)cc2)CC1	2	i	i	i	9	-14	i	i	i	i	i
CCOCCCNC(=O)COC(=O)/C=C/c1ccc(S(=O)(=O)N2CCc3ccccc32)cc1	2	i	i	i	2	-6	i	i	i	i	i
COCC(=O)Nc1nc2ccccc2s1	-3	i	i	i	0	-4	i	i	i	i	i
O=C(COC(=O)c1cc(Br)ccc1O)NNC(=O)c1ccc([N+](=O)[O-])cc1	·	i	i	i	2	-6	i	i	i	i	i
O=C(COC(=O)c1ccccc1-n1cnnn1)c1ccc(F)cc1	-2	i	i	i	4	-3	i	i	i	i	i
CN(C)c1cccc(C(=O)Nc2nc3ccccc3[nH]2)c1	-8	i	i	i	13	-9	i	i	i	i	i
Cc1cccc(C)c1OCC(=O)Nc1oc(-c2ccccc2)c(-c2ccccc2)c1C#N	-1	i	i	i	-2	-4	i	i	-17*	i	i
CCOc1ccccc1NC(=O)CSc1nc2c(c(=O)n(C)c(=O)n2C)n1C	8	i	i	i	-2	-6	i	i	i	i	i
O=C(NCCCCNC(=O)c1ccccc1Cl)c1ccccc1Cl	0	i	i	i	3	-4	i	i	i	i	i
CCO/C=C/C(O)(CNC(=O)c1ccc(C(C)(C)C)cc1)C(F)(F)F (centres undefined)	6	i	i	i	4	-6	i	i	i	i	i
C=CCN(CC=C)C(=O)Nc1cc(Cl)ccc1OC	4	25*	i	i	4	-10	i	i	i	i	i
CC(=O)c1c(N2CCOCC2)nc(=S)n(-c2cc(C)ccc2C)c1C	-3	i	i	i	-1	-2	i	i	i	i	i
O=Cc1cccnc1SCc1ccccc1	-4	i	i	i	-19	-5	i	i	i	i	i
CC(=O)Nc1ccc2nc(SCC(=O)Nc3ccc(N4CCOCC4)c(Cl)c3)sc2c1	2	i	i	i	-2	-15	i	i	i	i	i
Cc1c(CCO)c(=O)n(-c2ccccc2)n1S(=O)(=O)c1ccc(Cl)cc1	-3	i	i	i	1	-6	i	i	i	i	i
CC(C)(C)OC(=O)CNC(=O)c1nc[nH]c1C(=O)N1CCN(C(=O)OC(C)(C)C)CC1	-8	i	i	i	-5	-4	i	i	i	i	i
CN(CC(=O)Nc1cccc(F)c1)C(=O)CN1C(=O)C2CC=CCC2C1=O (centres undefined)	·	i	i	i	-5	-6	i	i	i	i	i
Cc1cc(C)c(S(N)(=O)=O)c(C)c1N(C)S(=O)(=O)c1ccccc1	3	i	i	i	3	-6	i	i	i	i	i
COc1cc2c(cc1NC(=O)COC(=O)Cn1cnc3ccccc31)oc1ccccc12	·	·	i	i	6	-4	i	i	i	i	i

Overlap with the part before: 2 compounds, followed by the next part.
Structure	HDAC3 inh	ANO1 block	KCNK3 block	TRPC4 agonist	Dyrk1A ADPGlo	hERG protect	KCNQ1 pot	TRPC4 potent	KCNK9 block	ANO1 activ	KCNQ1 block
Cc1cc(C)c(S(N)(=O)=O)c(C)c1N(C)S(=O)(=O)c1ccccc1	3	i	i	i	3	-6	i	i	i	i	i
COc1cc2c(cc1NC(=O)COC(=O)Cn1cnc3ccccc31)oc1ccccc12	·	·	i	i	6	-4	i	i	i	i	i
Cc1cc(Cl)c2oc(C(=O)N3CCN(C4CCS(=O)(=O)C4)CC3)c(C)c2c1 (centres undefined)	-5	i	i	i	-4	-9	i	i	i	i	i
O=C1C(Cc2ccccc2)Nc2ncnc(N3CCN(c4ccccc4)CC3)c2N1Cc1ccccc1 (centres undefined)	4	i	i	i	6	-13	i	i	i	i	i
O=C(NC1CCCCC1)C(c1ccco1)N(Cc1cccnc1)C(=O)C1COc2ccccc2O1 (centres undefined)	-16	i	i	i	2	-5	i	i	i	i	i
CCC(Sc1nc2ccccc2o1)C(=O)Nc1nnc(C)s1 (centres undefined)	-4	i	i	i	3	-7	i	i	i	i	i
O=C(c1ccc(NS(=O)(=O)c2ccc3c(c2)OCCO3)cc1)N1CCCCC1	2	i	i	i	0	-9	i	i	i	i	i
CC1CCCCN1C(=O)c1cc(-c2ccc3c(c2)OCO3)on1 (centres undefined)	0	i	i	i	10	-2	i	i	i	i	i
Clc1ccc(-c2csc3ncnc(NCCN4CCOCC4)c23)cc1	3	i	i	i	13	-12	i	i	i	i	i
Cc1cc(/C=N/NC(=O)c2cc3ccccc3o2)c(C)n1C	0	i	i	i	7	-12	i	i	i	i	i
COC(=O)c1ccccc1Oc1nc(Cl)cc(OC)n1	0	i	i	i	5	-5	i	i	i	i	i
COc1ccccc1NC(=O)c1cc2ccc(O)cc2o/c1=N\O	10	i	i	i	15	-5	i	i	i	i	i
COc1ccc(-n2c(=S)[nH]c3cc(C(=O)NCCCN4CCOCC4)ccc3c2=O)cc1OC	3	i	i	i	2	-1	i	i	i	i	i
Cc1ccccc1S(=O)(=O)Cc1ccc(C(=O)NCCCOC(C)C)o1	4	i	i	i	-4	-10	i	i	i	i	i
O=C(O)C1C2C=CC(C2)C1C(=O)NCCc1ccccc1 (centres undefined)	9	i	i	i	-4	-8	i	i	i	i	i
CC1CCN(c2c([N+](=O)[O-])c(=O)oc3ccccc23)CC1	6	i	i	i	7	-6	i	i	i	i	i
O=C(NCCc1cccc(Cl)c1)C1CCC(=O)N(Cc2ccc(Cl)cc2)C1 (centres undefined)	4	i	i	i	-3	-11	i	i	i	i	i
O=C(CSc1nnc(-c2cccs2)n1-c1cccc(Cl)c1)c1cccc2c1OCCO2	-2	i	i	i	-9	-9	i	i	i	i	i
NC(=O)CNc1ncc(C(F)(F)F)cc1Cl	2	i	i	i	23	0	i	i	i	i	i
CC(OC(=O)C1=Cc2ccccc2OC1)C(=O)NCc1ccco1 (centres undefined)	-8	i	i	i	-2	-12	i	i	i	i	i
O=C(c1cc2cc(F)ccc2[nH]1)N1CCc2ccccc21	11	i	i	i	-6	-11	i	i	i	i	i
CC(C)CC(C(=O)OCC(=O)c1c(N)n(C)c(=O)n(C)c1=O)N1C(=O)C2CC=CCC2C1=O (centres undefined)	0	i	i	i	-3	-4	i	i	i	i	i
CCc1nc(C(N)=O)c2[nH]c(=O)n(-c3ccc(OC)cc3OC)c2n1	-7	i	i	i	-2	-7	i	i	i	i	i
Cc1cc(OCC(O)CNC(C)c2ccccc2)ccc1C(C)C (centres undefined)	?	i	i	i	0	-7	i	i	i	i	i
Cc1ccc2c(c1)N(C(C)C(=O)NCc1ccccn1)C(=O)CO2 (centres undefined)	1	i	i	i	1	-14	i	i	i	i	i
Cc1sc2ncnc(SCC(=O)N(C)C3CCS(=O)(=O)C3)c2c1C (centres undefined)	2	i	i	i	·	-4	i	34*	i	i	i
Cc1cccc(CCNC(=O)CCS(=O)(=O)c2ccc3nc(C)sc3c2)c1	-5	i	i	i	1	-12	i	i	i	i	i

Marked active in KCNK9 block, of those listed so far:
structure | HDAC3 inh | KCNK3 block | TRPC4 agonist | Dyrk1A ADPGlo | KCNQ1 pot | TRPC4 potent | KCNK9 block | ANO1 activ | KCNQ1 block
Cc1cccc(C)c1OCC(=O)Nc1oc(-c2ccccc2)c(-c2ccccc2)c1C#N | -1 | i | i | -2 | i | i | -17* | i | i

Additional compounds:
Structure	HDAC3 inh	ANO1 block	KCNK3 block	TRPC4 agonist	Dyrk1A ADPGlo	hERG protect	KCNQ1 pot	TRPC4 potent	KCNK9 block	ANO1 activ	KCNQ1 block
CCOC(=O)c1ccc(N/C(=N\S(=O)(=O)c2ccc(F)cc2F)c2ccccc2)cc1	3	i	i	i	-2	-12	i	i	i	i	i
COC(=O)c1c(NC(NC(=O)C(C)(C)C)C(Cl)(Cl)Cl)sc2c1CCC2 (centres undefined)	-5	i	i	i	-1	-10	i	i	i	i	i
Cc1ccc(OCCN(C)C(=O)CC2C(=O)NCCN2CC(C)(C)C)cc1 (centres undefined)	6	i	i	i	-1	-6	i	i	i	i	i
CN(CC(=O)Nc1c(Cl)cccc1Cl)C(=O)c1ccc(-n2cncn2)c([N+](=O)[O-])c1	2	i	i	i	2	-9	i	i	i	i	i
CC(=O)Nc1sc2c(c1C#N)CCC2	1	i	i	i	8	-13	i	i	i	i	i
c1ccc2nc(SCc3cn4ccccc4n3)cnc2c1	6	i	i	i	14	-8	i	i	i	i	i
CCOC(=O)C1=C(C)NC(=O)C(C#N)C1c1ccncc1 (centres undefined)	4	i	i	i	-4	2	i	i	i	i	i
CCn1c(C)cc(/C=C2\NC(=O)N(CC(=O)Nc3cccc(C)c3)C2=O)c1C	5	i	i	i	1	-15	i	i	i	i	i
NS(=O)(=O)c1ccc(N=Nc2c(O)[nH]c3ccc(Br)cc23)cc1	-5	i	i	i	-5	-3	i	i	i	i	i
Cc1ccc(C(=O)N/C(=C/c2cccnc2)C(=O)O)cc1	0	i	i	i	12	-7	i	i	i	i	i
COC(=O)c1ccccc1N1C(=O)C2C(C1=O)C1C=CC2C12CC2 (centres undefined)	0	i	i	i	0	-8	i	i	i	i	i
O=C(c1cc2sccc2n1Cc1ccc(F)cc1)N1CCN(c2nc3ccccc3s2)CC1	15	i	i	i	-4	-15	i	i	i	i	i
CCOc1ccc(NC(=O)C(C)C(Cc2ccc(C)cc2)C(=O)O)cc1 (centres undefined)	0	i	i	i	2	-6	i	i	i	i	i
